Compound activity: PubChem, National Center for Advancing Translational Sciences (NCATS)
BLM helicase inh – qHTS Assay for Inhibitors of Bloom's syndrome helicase (BLM) | hit rate 0.2% among 350,000 | recombinant BLM DNA unwinding, fluorescence dequenching | RecQ-like DNA helicase BLM (Homo sapiens), P54132 | Potency, µM (top dose mostly 56.1 µM), inactives show at the highest dose activity change, negative = inhibition, usual class: inhibitors;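 further: plate controls were vehicle for no effect and no enzyme for full effect; nearly all actives have a fitted effect of over 35% in size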
Pin1 inhibitor – qHTS Assay to Find Inhibitors of Pin1. Pin1 FP peptide displacement, HiFluor488, 10 min. hit rate 0.009% among 390,000. Peptidyl-prolyl cis-trans isomerase NIMA-interacting 1 (Homo sapiens), Q13526. Potency, µM (highest dose often 115 µM), without a hit: at the top dose activity, negative = inhibition, usual class: inhibitors; active means well fitted inhibition curve with a large enough effect in the polarisation, with a control signal flat, not every such curve was filed as active; inconclusive means small, poorly fitted or top-dose-only effect, or effect the other way, or a change in a side signal; inactive means no such curve, though single readings can be large or run the other way; the % refers to the polarisation; further: on the % scale 0 is the no-effect control and ±100 the full control effect
Target sequence (Q13526 whole entry, looked up): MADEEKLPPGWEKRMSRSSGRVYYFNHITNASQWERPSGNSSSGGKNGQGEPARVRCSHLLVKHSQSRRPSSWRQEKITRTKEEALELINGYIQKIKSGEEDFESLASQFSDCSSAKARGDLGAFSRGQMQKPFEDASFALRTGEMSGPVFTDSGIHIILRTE
PGK inhibitor – qHTS Assay to Find Inhibitors of Phosphoglycerate Kinase | Phosphoglycerate kinase, glycosomal (Trypanosoma brucei brucei), P07378 | PGK/GAPDH coupled, Kinase-Glo luminescence, 60 min | Potency, µM (doses to about 57.5 µM), inactives show top-dose activity change, negative = inhibition, most hits filed as inhibitors | hit rate 0.043% among 380,000 | AID 602233, 2012; further: on the % scale 0 is the no-effect control and ±100 the full control effect; nearly all actives have a fitted effect of over 60% in size
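Luminescent ATP detection (Kinase-Glo Plus) follows a 60-minute room-temperature incubation, with wells lacking PGK as controls. Buffer: 100 mM TEA (pH 7.6), 5 mM MgCl2, 0.01% Tween-20. Coupling enzyme GAPDH (100 nM final) supplies unstable 1,3-BPG in-well.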
POLI inh – qHTS for Inhibitors of Polymerase Iota; Pol iota fluorescent replication assay, 10 min; Potency, µM (titrated, usually from 115 µM), inactives show at the top dose activity, negative = inhibition, most hits filed as inhibitors; hit rate 1% among 390,000; AID 588590, 2011
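Fluorescent replication assay read twice, at 0 min and 10 min after adding 50 nM (final) substrate. Enzyme (10 nM) and compounds were first incubated 15 min at room temperature; enzyme-free buffer wells were negative controls.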
HP1b chromo inh – HTS for Inhibitors of HP1-beta Chromodomain Interactions with Methylated Histone Tails | Chromobox protein homolog 1 (Homo sapiens), P83916 | AlphaScreen HP1-beta / biotin-H3K9me3 peptide binding | Potency, µM (doses to about 114 µM), without a hit: at the top dose activity change, negative = inhibition, actives largely listed as inhibitors | hit rate 0.56% among 390,000 | AID 540317, 2011; further: nearly all actives have a fitted effect of over 70% in size; inactives centre near 23
Target sequence (P83916 whole entry, looked up): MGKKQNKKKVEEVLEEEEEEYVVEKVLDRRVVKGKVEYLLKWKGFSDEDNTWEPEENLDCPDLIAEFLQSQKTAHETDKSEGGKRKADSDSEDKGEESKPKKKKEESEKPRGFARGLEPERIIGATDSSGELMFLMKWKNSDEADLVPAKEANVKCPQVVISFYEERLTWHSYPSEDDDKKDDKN
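AlphaScreen: HP1-beta (50 nM) preformed 30 min with biotin-H3(1-18)K9me3 peptide (50 nM) in PBS pH 7.4, 0.01% Tween-20. Compound added for 30 min at RT, then streptavidin donor/nickel chelate acceptor beads (10 ug/mL) for 30 min.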
JMJD2A Tudor inh – qHTS Assay for Inhibitors of JMJD2A-Tudor Domain; Lysine-specific demethylase 4A (Homo sapiens), O75164; AlphaScreen JMJD2A-Tudor / H3K4me3 peptide binding; Potency, µM (series often up to 114 µM), without a hit: at the highest dose activity change, negative = inhibition, hits mostly inhibitors; hit rate 4.4% among 390,000; AID 504339, 2011; further: on the % scale 0 is the no-effect control and ±100 the full control effect; nearly all actives have a fitted effect of over 50% in size
G9a inh – qHTS Assay for Inhibitors of Histone Lysine Methyltransferase G9a. G9a H3K9 monomethylation, AlphaScreen, 2 h. hit rate 8.8% among 350,000. Potency, µM (titrated, usually from 102 µM), for the others: top-dose activity, negative = inhibition, hits mostly inhibitors. Histone-lysine N-methyltransferase EHMT2 (Homo sapiens), Q96KQ7; further: on the % scale 0 is the no-effect control and ±100 the full control effect; nearly all actives have a fitted effect of over 75% in size
Target sequence (Q96KQ7 913-1193 limits assumed): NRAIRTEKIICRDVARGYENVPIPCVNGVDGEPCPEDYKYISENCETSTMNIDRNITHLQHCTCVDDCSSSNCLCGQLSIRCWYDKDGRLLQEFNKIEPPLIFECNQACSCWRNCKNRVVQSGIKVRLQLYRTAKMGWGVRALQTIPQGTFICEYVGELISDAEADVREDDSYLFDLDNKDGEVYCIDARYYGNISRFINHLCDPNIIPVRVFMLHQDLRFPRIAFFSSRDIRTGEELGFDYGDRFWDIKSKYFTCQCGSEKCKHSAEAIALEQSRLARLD
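G9a (20 nM) preincubated 15 min RT with compounds, then 500 nM biotinylated H3K9 peptide and 20 uM SAM added; 2 h RT reaction. Monomethyl-H3K9 product detected by AlphaScreen with anti-H3K9me1 antibody, streptavidin donor and anti-rabbit IgG acceptor beads.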
BAZ2B block – qHTS Assay for Inhibitors of BAZ2B. Bromodomain adjacent to zinc finger domain protein 2B (Homo sapiens), Q9UIF8. AlphaScreen BAZ2B-H3K14Ac peptide displacement. Potency, µM (titrated, usually from 114 µM), for the others: at the top dose activity change, negative = inhibition, actives largely listed as inhibitors. hit rate 4.4% among 360,000. AID 504333, 2011; further: on the % scale 0 is the no-effect control and ±100 the full control effect; nearly all actives have a fitted effect of over 60% in size
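Protein-peptide AlphaScreen: BAZ2B 50 nM, b-H3K14Ac 50 nM, 1x PBS pH 7.4 + 0.01% Tween-20. Preincubation 30 min RT; cpd 30 min RT (top 110 uM); beads 20 min RT, light-protected.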
GLS inhibitor – qHTS for Inhibitors of Glutaminase (GLS) | hit rate 0.21% among 410,000 | GLS enzymatic activity, qHTS titration | Potency, µM (titrated, usually from 45.5 µM), inactives show at the top dose activity change, negative = inhibition, most hits filed as inhibitors | AID 624170, 2012 | Glutaminase kidney isoform, mitochondrial (Homo sapiens), O94925; further: on the % scale 0 is the no-effect control and ±100 the full control effect
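Human kidney-isoform GLS in 45 mM KH2PO4 pH 8.2, 0.02% Tween-20, with compound, started with 1mM L-Glutamine (added stock). Glutamate oxidase/HRP/Amplex red coupled fluorescence read at start and after 30 min at RT.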
* hit, by the source's call; i = inactive; ? = inconclusive; . = no result given; & = joins results of further samples; [ ] = dose if it differs, or a comment. Unless noted, the call rests on the fitted dose curve; in most records, active means well fitted curve in the direction sought with a large enough effect; inconclusive means small, poorly fitted or top-dose-only effect, or another doubt; inactive means no such curve, though single readings can be large; an effect the other way counts as inactive or inconclusive. Potency means the concentration at half of the fitted maximal effect.

SMILES	BLM helicase inh	Pin1 inhibitor	PGK inhibitor	POLI inh	HP1b chromo inh	JMJD2A Tudor inh	G9a inh	BAZ2B block	GLS inhibitor
COc1ccc(S(=O)(=O)N2CCC(C(=O)NCC(c3cccs3)N(C)C)CC2)cc1 (stereo unspecified)	-2%	-7%	9%	34%	29%	-9%	4%[59 µM]	-5%	0%
C[C@@H]1CCC(=O)N(C[C@@H](C)CSc2ccccc2)CC1	-3%	-1%	i	0%&28%	28%	-6%	36%[activator]	-1%	5%
N#CC1(NC(=O)CSc2nnc(-c3ccccc3F)o2)CCCCC1	.	-12%	-8%	6%	-21%	-9%	40µM*	-1%	0%
CCn1c(O)c(C=NC2CCCC(C)C2C)sc1=S (stereo unspecified)	-14%	0%	2%	35%[activator]	?	?	?	?	-16%
COc1ccc(OC)c(C2=NOC(C(=O)Nc3cc(C)nn3-c3ccccc3)C2)c1 (stereo unspecified)	-5%	-4%	-8%	7%	24%	-12%	-7%	-2%	-5%
COc1ccc(OC)c(/C=C/C(=O)c2ccc3c(c2)OCCO3)c1	-2%	23%	-6%	?	46%[activator]	-10%	6%	?	0%
CC(C)(C)OC(=O)N(CCc1ccccc1)Cc1ccc(OCc2cccc(NC(=O)C3CC3)c2)cc1	.	3%	-5%	?	16%	-11%	.	.	-6%
Cc1cc(NC(=O)c2cccs2)n(-c2nc3ccccc3[nH]2)n1	0%	?	-4%	80%[activator]	28%	-17%	28%	?	-9%
CC(C)NC(=O)C1CCN(C(=O)N2CCOc3ccc(Cl)cc32)CC1	-3%	-2%	3%	8%	21%	?	-40%[59 µM]	-8%	0%
CC(C)[C@H](NC(=O)c1ccc(Cl)cc1Cl)C(=O)NNc1cccc(C(=O)O)c1	.	-7%	-1%	-4%	38%	-5%	.	.	43%[activator]
CCOc1ccccc1C(=O)Nc1ccc(S(=O)(=O)Nc2ncccn2)cc1	-1%	-4%	9%	2%	21%	-10%	6%[59 µM]	-14%	-5%
Cc1ccccc1C(=O)NNC1=NCCC1	0%	0%	3%	14%	-13%	1.6µM*	2µM*	?	14%
COC(=O)c1ccccc1NC(=O)COC(=O)C1CCCCC1	-5%	-1%	-10%	2%	162%[activator]	111%[activator]	4%[12.7 µM]	82%[activator]	-5%
Cc1ccc(-n2ncc(C(=O)Nc3ccc(Cl)cc3)c2C2CCNCC2)cc1C	2%	-5%	i	8%	27%	-23%	-38%	-8%	4%
O=C(NCc1ccccc1)C(c1ccco1)N(C(=O)c1ccccn1)c1ccc(F)cc1 (stereo unspecified)	-4%	3%	11%	2%	10%	-14%	?	?	0%
CCOc1ncccc1C(=O)OCC(=O)Nc1ccc(C(C)C)cc1	-4%	7%	-13%	-19%	48%[activator]	3%	37%	11%	-1%
COc1cccc(NS(=O)(=O)c2ccc3c(c2)NC(=O)CC(=O)N3)c1	2%	-7%	-7%	-4%	30%	-5%	53%[activator]	-2%	-12%
Cc1ccc(CNC(=O)CCS(=O)(=O)c2cc3c(cc2Cl)NC(=O)CO3)o1	0%	-5%	-11%	18%	21%	-7%	1%	-6%	-8%
COc1ccc(S(=O)(=O)N(C)C)cc1NC(=O)COC(=O)Cn1cnc2ccccc2c1=O	.	0%	-9%	-3%	31%	8%	25%[59 µM]	10%	0%
Cc1ccc2cc(CCNC(=O)c3cc4ccccc4o3)c(=O)[nH]c2c1C	-1%	5%	-12%	-2%	38%	-13%	-26%	.	-7%
CCc1ccc(C(=O)O)cc1	-4%	-14%	i	130%[activator]	21%	-1%	-3%	-4%	-13%
CCOC(=O)Cn1nc(C)c(NC(=O)COc2ccc([N+](=O)[O-])c(C)c2)c1C	-4%	-5%	-3%	-18%	68%[activator]	-9%	0%	-10%	-1%
COC(=O)c1ccc(N2OC3(C)C=CC2CC3)cc1 (stereo unspecified)	-13%	1%	1%	160%[activator]	15%	-8%	45µM*	10%	-1%
CCOC(=O)c1cc(COc2cc(Cl)cc(Cl)c2)on1	-2%	1%	i	-10%[58.9 µM]	49%[activator]	25%	57%[activator]	2%	-12%
O=C(COC(=O)c1cnccn1)c1ccc([N+](=O)[O-])cc1	-1%	-3%	-6%	22%	5%	-15%	25µM*	?	15%

Reformatted with bars between the fields: entries from further up.
mol | BLM helicase inh | Pin1 inhibitor | PGK inhibitor | POLI inh | HP1b chromo inh | JMJD2A Tudor inh | G9a inh | BAZ2B block | GLS inhibitor
CCn1c(O)c(C=NC2CCCC(C)C2C)sc1=S (stereo unspecified) | -14% | 0% | 2% | 35%[activator] | ? | ? | ? | ? | -16%
COc1ccc(OC)c(C2=NOC(C(=O)Nc3cc(C)nn3-c3ccccc3)C2)c1 (stereo unspecified) | -5% | -4% | -8% | 7% | 24% | -12% | -7% | -2% | -5%
COc1ccc(OC)c(/C=C/C(=O)c2ccc3c(c2)OCCO3)c1 | -2% | 23% | -6% | ? | 46%[activator] | -10% | 6% | ? | 0%
CC(C)(C)OC(=O)N(CCc1ccccc1)Cc1ccc(OCc2cccc(NC(=O)C3CC3)c2)cc1 | . | 3% | -5% | ? | 16% | -11% | . | . | -6%

Continuation:
SMILES	BLM helicase inh	Pin1 inhibitor	PGK inhibitor	POLI inh	HP1b chromo inh	JMJD2A Tudor inh	G9a inh	BAZ2B block	GLS inhibitor
CC/C(=N/O)c1cnnc(SC)n1	0%	2%	6%	30%	11%	-5%	19%[59 µM]	3%	26%
Cc1ccc(-n2c(SCC(=O)NCC3CCCO3)nc3ccccc3c2=O)cc1 (stereo unspecified)	.	-1%	-9%	-12%	49%[activator]	1%	.	.	-15%
CN(C)C(=O)N1CCC(C(=O)NCc2ccccc2Cl)CC1	1%	-8%	-8%[11.5 µM]	16%	38%[activator]	-5%	-46%[12.7 µM]	-6%	-4%
CN(C)/C=C/C(=O)c1ccccc1OCc1cnc(Cl)s1	-3%	5%	9%	-8%	53%[activator]	-4%	24%	-13%	5%
CC1(C)CC(=O)C=C(NCCN2CCN(C(=O)Nc3ccccc3)CC2)C1	-5%	1%	-10%	-3%	21%	-22%	-1%[12.7 µM]	?	-11%
Cc1ccc(S(=O)(=O)N(C)C)cc1NC(=O)COC(=O)/C=C/c1ccc(F)cc1	.	-5%	-8%	18%	9%	-13%	-40%	9%	0%
COc1cc(/C=C2\CCC(C)C3=C(c4cc(OC)c(OC)c(OC)c4)C(C#N)=C(N)OC32)cc(OC)c1OC (stereo unspecified)	.	?	-4%	11%	18%	-35%	.	.	-4%
COc1cc(C(=O)Nc2ccc(OCC(=O)O)cc2)cc(OC)c1OC	-2%	-6%	1%	7%	46%[activator]	8%[57.1 µM]	-7%[59 µM]	10%	15%
Cc1ccc(-c2nc3ccccc3[nH]2)cc1NC(=O)c1ccc2c(c1)OCO2	-2%	5%	-9%	-7%	2%	-17%	?	-13%	17%
O=C(NCCCN1CCN(c2ccccc2)CC1)c1nnc(Cc2c(F)cccc2Cl)o1	-1%	-6%	i	19%	-18%	?	-32%[59 µM]	?	12%
CNC(=O)COC(=O)[C@@H](Nc1ccc(S(=O)(=O)N2CCOCC2)cc1[N+](=O)[O-])C(C)C	-3%	2%	4%	158%[activator]	37%	-8%	15%[59 µM]	-18%	3%
CCCc1ccc2oc(C(=O)N3CCN(CC(=O)NC(C)C)CC3)c(C)c2c1	-6%	-11%	-2%	20%	41%[activator]	-17%	8%	5%	-4%
O=C(O)c1cccc(-n2cccc2/C=C/[N+](=O)[O-])c1	60%[activator]	?	?	?	20µM*	22µM*	10µM*	32µM*	10µM*
Cc1cc(C)c(-c2csc(NC(=O)c3cc([N+](=O)[O-])ccc3N3CCOCC3)n2)c(C)c1	-9%	-3%	-4%	59%[activator]	-17%	?	-22%[59 µM]	-36%	0%
CCOC(=O)c1cc2c(OC)ccc(OC)c2n1CC(=O)c1ccccc1	-8%	-9%	-10%	9%	8%	-28%	-48%	-30%	-1%
Clc1ccsc1-c1csc(-c2cccnc2)n1	-1%	5%	-6%	12%	151%[activator]	73%[activator]	12%	7%	4%

4 entries drawn at random from those above:
SMILES	BLM helicase inh	Pin1 inhibitor	PGK inhibitor	POLI inh	HP1b chromo inh	JMJD2A Tudor inh	G9a inh	BAZ2B block	GLS inhibitor
Cc1ccc(-n2c(SCC(=O)NCC3CCCO3)nc3ccccc3c2=O)cc1 (stereo unspecified)	.	-1%	-9%	-12%	49%[activator]	1%	.	.	-15%
CC/C(=N/O)c1cnnc(SC)n1	0%	2%	6%	30%	11%	-5%	19%[59 µM]	3%	26%
CNC(=O)COC(=O)[C@@H](Nc1ccc(S(=O)(=O)N2CCOCC2)cc1[N+](=O)[O-])C(C)C	-3%	2%	4%	158%[activator]	37%	-8%	15%[59 µM]	-18%	3%
Cc1ccc(-c2nc3ccccc3[nH]2)cc1NC(=O)c1ccc2c(c1)OCO2	-2%	5%	-9%	-7%	2%	-17%	?	-13%	17%

A portion of the library; the hit share may differ from the screen's.
